Compound activity from PubChem BioAssay.
DAX1 inh-1 = inhibitors of DAX1 repression of SF-1 activated StAR promoter; HEK293T StAR-luciferase reporter, SF-1/DAX-1 repression relief; inhibition, % at 6.8 µM; 370,000 tested, 1.1% active; AID 652010;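 active = inhibition above the mean over all tested compounds plus 3 SD, cut at about 3.6% in these data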;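 note: 0% = DAX-1 cells with DMSO and 100% = cells lacking DAX-1 with DMSO; higher inhibition means more luminescence from relief of DAX-1 repression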
SMARCA2 activ = SMARCA2 function activation, primary screen; activation, % at 9.1 µM; MG213 cells, MMTV-luciferase reporter, dexamethasone, overnight; AID 652017; 370,000 tested, 1% active; in the data active = activation above about 7.8%;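 note: 0% = vehicle wells and 100% = reference activator wells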
GC-A act = GC-A (human) enzyme activation; activation, % at 10 µM; P16066; 370,000 tested, 0.14% active; HEK293 GC-A cells, cGMP TR-FRET, EC30 ANP; 0% at EC30 ANP, 100% saturating ANP; in the data active = activation above about 40%
GC-B act = GC-B (human) receptor activation; P20594; HEK293-GC-B cells, CNP EC30, cGMP TR-FRET; 0% at EC30 CNP, 100% saturating CNP; activation, % at 10 µM; 370,000 tested, 0.11% active; AID 1920062;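 active = activation at 10 µM reaching about 35% in either raw or pattern-adjusted values, limit read from the data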
sPLA2-III inh = Blocks human group III sPLA2 activity; 370,000 tested, 0.56% active; inhibition, % at 12.2 µM; AID 743126; QFRET BODIPY PC-A2 liposome hydrolysis, fluorescence; Q9NZ20;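 active = inhibition above mean plus 3 SD of compounds lying within the high and low control bounds, cut at about 19% in these data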;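 note: 0% = median of test compound wells and 100% = no enzyme DMSO wells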
hcDAF12 agonist = activators of H. contortus DAF-12 nuclear receptor. AID 652067. activation, % at 6.8 µM. 370,000 tested, 1.4% active. HEK293 hcDAF-12 lit1-tk-luc reporter, luminescence; 0% DMSO, 100% Δ7-dafachronic acid;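 active = activation above the mean of all tested compounds plus 3 SD, cut at about 5.5% in these data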;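 note: 100% = response to 3 µM Δ7-dafachronic acid high control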
hgDAF-12 ag = hgDAF-12 agonism, primary luciferase screen. activation, % at 6.8 µM. HEK293 GAL4-hgDAF12 UAS-luciferase reporter, agonist luminescence; normalized to butyrate control. 370,000 tested, 1.8% active. AID 687014;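 active = activation above a cutoff set at the mean of all screened compounds plus 3 SD, cut at about 10% in these data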;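 note: 0% = DMSO wells and 100% = sodium butyrate wells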
DAX1 inh-2 = NR0B1 (DAX1) inhibition. HEK293 Gal4-DAX1 luciferase reporter, luminescence. inhibition, % at 6.75 µM. 340,000 tested, 0.99% active. AID 504766;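 active = inhibition above the mean over all tested compounds plus 3 SD, cut at about 4.2% in these data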;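 note: 0% = DAX1-transfected cells with DMSO and 100% = empty-vector control cells with DMSO; inhibition shows as a rise in luminescence from relieved DAX1 repression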
Target sequence (P51843 207-470 limits assumed): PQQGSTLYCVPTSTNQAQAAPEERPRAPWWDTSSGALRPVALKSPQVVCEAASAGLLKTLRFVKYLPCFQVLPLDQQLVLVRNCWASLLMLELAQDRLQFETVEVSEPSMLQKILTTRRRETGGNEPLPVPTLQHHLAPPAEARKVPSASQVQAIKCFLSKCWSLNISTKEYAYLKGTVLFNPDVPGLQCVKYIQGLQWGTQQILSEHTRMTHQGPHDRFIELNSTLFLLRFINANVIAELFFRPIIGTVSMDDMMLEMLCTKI
GAA850 FXN act = activators of GAA850 frataxin (FXN) promoter. activation, % at 6 µM. AID 540364. 360,000 tested, 0.56% active. HEK293 lucGAA850 FXN promoter luciferase reporter, 24 h; percent of 10 µM SAHA response;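 active = activation above the average of all compounds screened plus 3 SD, cutoff fixed separately per campaign, cut at about 7.5% in these data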;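 note: 0% = DMSO wells and 100% = 10 µM SAHA wells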
ADAM10 inh = inhibitors of human ADAM10; recombinant ADAM10, EDANS/DABCYL FRET peptide cleavage, 3 h; O14672; 370,000 tested, 0.62% active; inhibition, % at 7 µM;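 active = inhibition above a per-campaign cutoff equal to the mean of compounds falling between control-based bounds plus 3 SD, cut at about 20% in these data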;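 note: 0% = DMSO wells while the 100% control is not disclosed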
Target sequence (O14672 214-748 limits assumed): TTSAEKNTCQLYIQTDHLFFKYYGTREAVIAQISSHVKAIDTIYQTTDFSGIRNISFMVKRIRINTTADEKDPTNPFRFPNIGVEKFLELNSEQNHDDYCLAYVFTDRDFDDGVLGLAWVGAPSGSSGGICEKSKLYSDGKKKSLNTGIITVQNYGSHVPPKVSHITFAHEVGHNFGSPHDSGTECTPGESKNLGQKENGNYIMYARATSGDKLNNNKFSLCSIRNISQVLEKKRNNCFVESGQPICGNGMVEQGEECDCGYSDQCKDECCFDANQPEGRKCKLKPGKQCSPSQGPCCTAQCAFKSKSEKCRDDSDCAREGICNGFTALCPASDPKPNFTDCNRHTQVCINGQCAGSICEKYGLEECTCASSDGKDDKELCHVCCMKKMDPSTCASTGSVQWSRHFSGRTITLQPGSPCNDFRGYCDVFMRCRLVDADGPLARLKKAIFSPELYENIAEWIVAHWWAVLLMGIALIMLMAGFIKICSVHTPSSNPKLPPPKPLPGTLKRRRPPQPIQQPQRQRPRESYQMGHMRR
ssDAF-12 act = S. stercoralis DAF-12 activation, primary screen. HEK293 ssDAF-12/GRIP1 lit1-tk-luc reporter, luminescence; % of 3 µM dafachronic acid response. activation, % at 6.8 µM. 370,000 tested, 1% active;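 active = activation above the mean over all tested compounds plus 3 SD, cut at about 0.9% in these data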;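 note: 0% = DMSO-only wells and 100% = 3 µM delta7-dafachronic acid wells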
* hit, by the source's call; x = no result given; & = joins results of further samples.

item	Molecule	DAX1 inh-1	SMARCA2 activ	GC-A act	GC-B act	sPLA2-III inh	hcDAF12 agonist	hgDAF-12 ag	DAX1 inh-2	GAA850 FXN act	ADAM10 inh	ssDAF-12 act
1	Cc1ccccc1CN1CCN(Cc2ccccc2C(F)(F)F)CC1	-0.4	-1	0	-3	1	-1.5	1.2	-0.3	-0.8	4	0.3
2	O=C1NC[C@H](CCCCN2C[C@@H](Cc3ccccc3)N(CCC3CCCCC3)C(=O)C2=O)N(CCC2CCCCC2)C1=O	-0.1	1	1	-8	-2	-0.2	-2.3	x	x	8	-0.8
3	Cc1ccc([C@H]2C[C@H](O)[C@@H](n3cc(-c4ccc(F)cc4)nn3)CN2CC2CCCCC2)cc1	0.0	-6	2	8	7	0.6	-1.3	-1.1	2.1	-7	-1.2
4	Clc1ccc(/C=C/c2ncc3ccccn23)cc1	3.5	3	-1	-7	-3	11*	11*	1.7	5.7	-250	1.6*
5	CCOC(=O)c1nc(NCc2cccc(OC)c2)c2ccccc2n1	-0.7	1	3	-1	-1	-2.3	-1.6	0.0	1.7	2	-1.5
6	Cn1c(SCC(=O)N2CCN(C(=O)c3ccco3)CC2)nnc1-c1ccc(NS(C)(=O)=O)cc1	0.4	1	0	0	5	-1.1	-2.5	0.4	-0.8	3	-1.9
7	C=CCO[C@H]1CN(C(=O)OC)[C@@H](c2ccccc2Br)C[C@H]1OCC=C	-0.3	6	-14	-12	1	-0.9	0.7	x	x	-10	-1.2
8	N#CC1=C(N)Oc2cc(O)ccc2C1c1ccncc1 (stereo unspecified)	-0.2	0	0	0	5	-0.8	3.3	0.1	1.7	-2	-1.4
9	COc1ccc(NS(=O)(=O)c2ccc(C)c(C(=O)N(C)CCc3ccc(OC)c(OC)c3)c2)cc1	-3.4	1	-6	-6	-8	-1.3	1.9	-0.4	-0.2	2	-1.6
10	O=C(CCCc1ccccc1)c1ccccc1	2.0	7	3	2	1	5.6*	6.5	4.9*	5.0	3	-0.6
11	COc1ccc(CC2(CO)CCN(CC3=Cc4cc(Cl)ccc4OC3)CC2)cc1	-2.6	-5	-10	-8	-14	-2.5	-4.9	-5.5	-2.9	8	-2.2
12	COc1ccc(-c2nnc(COc3ccc4ccccc4c3)o2)cc1OC	-0.1	0	4	6	-30	0.2	-0.7	-2.0	5.5	1	-1.0
13	Fc1cccc(Cc2noc(CN3CCCCC3CCc3ccccn3)n2)c1 (stereo unspecified)	0.9	1	0	-8	-7	-2.3	-4.9	-1.8	1.6	4	-2.0
14	CCC(=O)NC(C)C(c1cccs1)N1CCN(Cc2ccccc2)CC1 (stereo unspecified)	0.9	2	-1	2	8	-1.2	-2.2	-1.0	-4.7	-13	-1.5
15	O=C(COC(=O)c1ccc(S(=O)(=O)N2CCCC2)cc1)Nc1ccc(F)cc1F	0.1	-1	1	2	-3	1.0	0.1	2.2	-0.7	-5	-1.1
16	CN(C)C1=NCCN1CCc1ccc(F)cc1	-0.9	0	-1	4	3	-1.4	1.3	0.4	-0.2	-8	-1.1
17	CCOC(=O)c1csc(N)c1-c1ccc([N+](=O)[O-])cc1	-0.4	-5	-4	-8	15	-2.3	0.5	-0.3	1.8	3	-1.1
18	COc1ccccc1-c1nnc(NC(=O)C(C)SC2=NCCS2)s1 (stereo unspecified)	1.6	4	-1	-10	-12	1.0	10	0.7	0.6	-10	-0.6
19	COc1ccc2ccccc2c1/C=N/NC(=O)c1ccc([N+](=O)[O-])cc1	0.0	-1	-10	-7	-1	-0.7	-1.9	1.3	0.2	-3	-1.6
20	COc1cccc(N2CCN(c3ccc(S(=O)(=O)N4CCN(C)CC4)cc3[N+](=O)[O-])CC2)c1	-1.1	-2	-5	6	-25	-1.6	-3.2	-2.7	0.0	-3	-0.5
21	CCOc1ccc(Cl)cc1-c1cc(C(=O)NCc2cc(C(F)(F)F)cc(C(F)(F)F)c2)[nH]n1	0.3	-3	4	5	10	2.2	1.3	x	0.0	-9	-0.5
22	CC1=NN(c2nc(N)nc(/C(C#N)=C/c3ccc([N+](=O)[O-])o3)n2)C(C)(C)C1	0.2	4	46*	41*	-2	-1.7	0.2	1.4	5.0	1	-0.9
23	Cc1onc(-c2c(F)cccc2Cl)c1C(=O)NCC1COc2ccccc2O1 (stereo unspecified)	0.0	-1	-2	1	-2	-0.2	-0.8	-1.0	0.6	3	-1.8
24	COc1ccc(O)c(C2(O)C(=O)c3ccccc3C2=O)c1	0.3	-2	-6	-4	1	-0.3	-2.6	0.7	0.6	-19	-1.1
25	CCCN(CC(=O)Nc1ccccc1OC)C(=O)c1cnc(Cl)c(Cl)c1	0.0	-3	-1	1	13	1.9	1.5	-0.2	-0.1	2	0.1
26	C/C(=N\NC(=S)NCc1ccccc1)c1ccc(Br)cc1	-0.9	-3	-1	3	5	-2.2	-1.9	-1.0	1.1	7	-1.4
27	CCO[C@@H]1OC(C(=O)N2CCN(Cc3ccccc3)CC2)=C[C@H](c2cn(C(C)=O)c3ccccc23)[C@H]1CCCO	0.1	-1	-5	-1	-22	-1.9	-3.6	1.1	-2.0	7	-1.2
28	CCCCSc1nc(C)c(C(C)=O)cc1C#N	0.0	1	7	3	3	0.3	0.8	0.1	3.5	12	-0.9
29	CCC(=O)Nc1ccc(C(=O)CSc2nc3ccccc3cc2CC)cc1	0.1	-2	-1	-4	-12	-0.3	-2.0	-1.5	0.9	9	-1.2
30	O=C(c1cc2ccccc2oc1=O)N(Cc1ccc(F)cc1)C1CCS(=O)(=O)C1 (stereo unspecified)	2.2	-2	2	-2	15	3.3	3.0	4.5*	1.9	-17	-0.2
31	Cc1ccc(-n2nnnc2CN2CCCCC2)cc1	-0.3	1	2	3	-4	-2.4	-1.3	0.8	1.0	0	-1.5
32	COc1ccc(-n2c(SCC(=O)Nc3nccs3)nc3sc4c(c3c2=O)CCN(C)C4)cc1	0.6	2	7	2	-10	-0.4	2.6	0.8	-2.3	-23	0.2
33	CCOc1ccc(C2CC(=O)NC3=C2C(=O)CCC3)cc1 (stereo unspecified)	-0.4	0	-2	3	6	-0.2	-1.8	1.4	-0.9	5	0.0
34	CCn1cc(C(=O)O)c(=O)c2cc(F)c(N3CCN(C(=S)NC(=O)c4ccccc4F)CC3)cc21	0.4	-3	0	-3	13	-0.8	-1.7	-2.9	0.9	-7	-0.9
35	CC1=C2NC(N)=[N+](Cc3ccc4c(c3)OCO4)CC2NOC1 (stereo unspecified)	x	x	0	2	0	-1.6	-1.4	x	x	-5	-0.8
36	O=C(COC(=O)/C=C/c1ccc(Cl)cc1)Nc1ccc2[nH]c(=O)[nH]c2c1	-1.1	0	-4	-2	6	-0.9	0.7	-0.8	0.8	-10	-0.8
37	O=C1CCCC2=C1C(c1ccco1)Nc1ccc3ccccc3c12 (stereo unspecified)	0.2	20*	0	-3	-6	-0.1	2.7	-0.2	0.0	-345	-1.0
38	CCN(CC)c1c([N+](=O)[O-])c(=O)sc2ccccc12	0.2	0	2	3	13	0.8	-1.7	2.0	0.2	-8	-0.5
39	COc1cccc(-c2nc(CS(=O)(=O)CC(=O)NCc3ccccc3)c(C)o2)c1	-1.0	-2	-9	-4	7	-1.1	1.7	0.3	0.1	-11	-1.0
40	CCc1c(C(=O)Nc2nnc(C3CC3)s2)csc1C	-0.4	6	2	-4	0	0.5	5.2	-1.2	4.5	-7	-1.3
41	CCC1=C(C)CN(C(=O)NCCc2ccc(S(=O)(=O)NC(=O)NC3CCC(C)CC3)cc2)C1=O (stereo unspecified)	-0.9&1.5	-2&-1	-2&1	6&-9	-2&6	-0.5&-2.3	-2.7&-0.2	-0.2	1.1	0&-8	-0.3&-1.4
42	Cn1c(Cc2cccs2)nnc1SCC(=O)Nc1ccccc1F	0.0	1	2	-3	2	-1.1	-2.4	-0.1	0.5	-1	0.0
43	COc1cc(C(=O)NCC2CCCN2S(=O)(=O)c2cccs2)cc(OC)c1OC (stereo unspecified)	0.0	2	-4	2	-7	-0.3	-1.1	0.9	-2.2	-4	-1.5
44	COC(=O)C1=C(CS(=O)(=O)c2ccc(OC)c(OC)c2)NC(=O)NC1c1ccc(O)c(OC)c1 (stereo unspecified)	0.0	-1	1	-1	0	1.4	0.2	0.1	-0.2	-3	-0.6
45	COc1ccc(S(=O)(=O)N2CCCCC2)cc1NC(=O)Cc1cccs1	-1.8	-1	-3	5	-7	-1.2	3.5	-0.7	1.2	0	-0.7
46	CCOC(=O)N1CCN(C(=O)COC(=O)CSc2ccc([N+](=O)[O-])cc2)CC1	0.7	-1	0	-1	3	-0.5	-0.7	0.7	0.7	-7	-0.7
47	CN(C(=O)COC(=O)c1ccc(=O)n(Cc2ccccc2)n1)c1ccccc1	0.3	-4	-3	0	4	-2.1	-1.1	1.7	-2.9	0	-2.1
48	C#CCSc1n[nH]c(-c2ccco2)n1	0.1	-1	-1	2	-1	1.4	2.4	0.8	1.6	0	-0.9
49	Cc1ccsc1C1C(C(=O)O)c2ccccc2C(=O)N1C (stereo unspecified)	-0.8	-4	-3	-2	13	-0.6	2.4	-0.2	-1.5	-9	-0.5
50	CCCc1cc(NCCCn2ccnc2)n2nc(C)c(-c3ccccc3)c2n1	0.1	0	-29	-20	-16	1.0	1.5	1.0	-1.4	-26	-1.6
